# ATXN2 expr inh: reduces ATXN2 reporter expression in HEK-293 cells; HEK-293 ATXN2-luciferase reporter, luminescence, 24 h; Potency, µM (doses to about 57 µM), inactives show top-dose activity change, negative = inhibition, most hits filed as inhibitors; actives 0.72% (n = 360,000); AID 1745845; note: potency is the fitted concentration of half-maximal effect; % is set by controls: 0 for no effect and ±100 for the full control effect; nearly all actives have a fitted effect of over 55% in size
#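 ATXN2-luciferase reporter cells (luciferase flanked by upstream and downstream ATXN2 gene portions) were treated 24 h at 37 °C with compounds at up to 57 uM. SteadyGlo luminescence gave expression; GF-AFC fluorescence gave viability.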
# SW480 rereplic: inducers of DNA re-replication in SW480 colon cancer cells; SW480 DNA re-replication, Hoechst DNA content imaging, 48 h; actives 1.8% (n = 340,000); Potency, µM (doses to about 46.1 µM), inactives show top-dose re-replication activation, most hits filed as activators; note: potency is the fitted concentration of half-maximal effect; % of control where 0% means no effect; nearly all actives have a fitted effect of over 55% in size
#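 Hoechst fluorescence of nuclei (405 nm excitation, 500-530 nm emission) measured by plate-scanning imager after 48 hr compound exposure at 37 C; re-replication scored as increased number of nuclei with elevated intensity.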
# KB-3-1 cytotox: kills parental KB-3-1 adenocarcinoma cells; KB-3-1 viability, CellTiter-Glo ATP luminescence, 72 h; Potency, µM (highest dose often 46.1 µM), inactives show top-dose activity change, negative = cytotoxic, actives largely listed as cytotoxic; actives 1.4% (n = 400,000); AID 1347075; note: potency is the fitted concentration of half-maximal effect; % is set by controls: 0 for no effect and ±100 for the full control effect; nearly all actives have a fitted effect of over 60% in size
#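 Viability of parental KB-3-1 cells, measured by CellTiter-Glo luminescence, followed a 72 h incubation at 37 °C with pinned compounds in phenol-red-free DMEM containing 10% FBS.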
# HT1080 IDH1KD tx: HT-1080 IDH1 knockdown cell toxicity (counter line). HT-1080 IDH1 knockdown viability, ATP luminescence, 48 h. Potency, µM (highest dose often 46.1 µM), inactives show at the top dose activity, negative = toxicity, most hits filed as cytotoxic. actives 2% (n = 360,000);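 note: potency is the fitted concentration of half-maximal effect; 0% = DMSO wells and -100% = cell-free medium wells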
#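 HT-1080-IDH1KD cells (IDH1 knocked down), 750/well in RPMI with 5% FBS, treated with compound 48 h at 37 degrees C. Viability by CellTiter-Glo luminescence, normalised to DMSO and no-cell wells; concentration-response curves classed.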
# IL-1B inflam inh: blocks inflammasome-driven IL-1 beta release; THP-1 LPS/ATP IL-1B secretion, AlphaLISA, 16 h; hits give low values; actives 4.7% (n = 360,000); activity change, % at 57.5 µM; AID 743279; in the data active = activity change below about -50%; inconclusive = mostly about -30% to -49%; note: % is set by controls: 0 for no effect and ±100 for the full control effect
#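 THP-1 cells pretreated 1 hr with compounds (up to 57.5 uM final), then stimulated with LPS (250 ng/mL final) plus ATP (1.25 mM final); secreted IL-1B measured by AlphaLISA after 16 hr, decreased signal indicating inhibition.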
# KB-V1 MDR tox: kills drug-selected multidrug resistant KB-V1 cells; KB-V1 MDR cells viability, CellTiter-Glo, 72 h; actives 3.4% (n = 400,000); Potency, µM (series often up to 46.1 µM), for inactives: at the top dose activity change, negative = cytotoxicity, most hits filed as cytotoxic; AID 1347076; note: potency is the fitted concentration of half-maximal effect; % is set by controls: 0 for no effect and ±100 for the full control effect; nearly all actives have a fitted effect of over 60% in size
#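 Compound-treated KB-V1 multidrug-resistant cells, 72 h, 37 degrees C; viability by CellTiter-Glo. Fitted qHTS curves give the values.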
# HT1080-NT tox: kills 2HG-producing HT-1080-NT fibrosarcoma cells; HT-1080-NT fibrosarcoma viability, CellTiter-Glo ATP luminescence, 48 h; Potency, µM (highest dose often 46.1 µM), inactives show top-dose activity, negative = less viability, usual class: cytotoxic; actives 1.6% (n = 360,000);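 note: NT is the 2HG producing partner of a matched IDH1 knockdown line; potency is the fitted concentration of half-maximal effect; 0% = DMSO-treated cells and -100% = media-only wells without cells; nearly all actives have a fitted effect of over 55% in size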
#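 Viability by CellTiter-Glo luminescence after 48 h compound exposure at 37C of HT-1080-NT cells (750/well, RPMI, 5% FBS). % activity scaled between DMSO wells and medium-only wells, then curve-fitted and categorized by curve class.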
# ATXN viability: viability counter-screen for ATXN expression inhibitors. S2 cells (HEK-293 line with an ATXN2-luciferase reporter) viability, CellTiter-Fluor protease fluorescence, 24 h. Potency, µM (doses to about 56.7 µM), actives largely listed as cytotoxic. actives 0.49% (n = 400,000). AID 651635; note: potency is the fitted concentration of half-maximal effect; nearly all actives have a fitted effect of over 40% in size
# MCF10A rerep: inducers of DNA re-replication in MCF 10A breast cells. MCF 10A DNA re-replication, Hoechst nuclear intensity, 48 h. Potency, µM (doses to about 46.1 µM), for inactives: top-dose activity, positive = re-replication, hits mostly activators. actives 2.9% (n = 350,000); note: potency is the fitted concentration of half-maximal effect; % of control where 0% means no effect; nearly all actives have a fitted effect of over 50% in size
# An asterisk follows results filed as active; i = inactive; ? = inconclusive; / = not tested or not shown; ! = not active in a repeat; [ ] = dose if it differs, or a comment. Unless noted, calls come from the whole dose curve; as a rule, active = well fitted curve in the direction sought with a large enough effect; inconclusive = small, poorly fitted or top-dose-only effect, or another doubt; inactive = no such curve, though single readings can be large; an effect the other way counts as inactive or inconclusive.
SMILES,ATXN2 expr inh,SW480 rereplic,KB-3-1 cytotox,HT1080 IDH1KD tx,IL-1B inflam inh,KB-V1 MDR tox,HT1080-NT tox,ATXN viability,MCF10A rerep
O=C(CN1CCN(Cc2ccccc2)CC1)c1ccc(Br)cc1,2%,?,-13%,?,21,-11%,-3%,i,?
Cc1ccnc(NS(=O)(=O)c2ccc(NC(=O)CCc3ccccc3)cc2)n1,-1%,-8%,-2%,0%,13,-20%,-17%,i,22%
COc1ccc(-c2nc3ncccn3c2Nc2ccc3c(c2)OCCO3)cc1,/,17%,-3%,6%,-7,1%,6%,i,?
CN(CC(=O)Nc1cccc(F)c1)C(=O)c1cc(-c2cccs2)nn1-c1ccccc1,-9%,5%,-10%,-12%,-6,?,-5%,i,?
COc1ccccc1-c1noc(-c2ccc(NCc3ccco3)c([N+](=O)[O-])c2)n1,32%,/,-4%,/,/,4%,/,i,/
CCC(=O)Nc1c(-c2cccs2)c(=O)c2ccccc2n1C,-7%,-10%,0%,16%,0,2%,7%,i,-3%
Cc1ccc(OCCSc2ncnc3nc[nH]c23)cc1,38%[activator],1%[9.22 µM],-33%,-18%,21,-57%,2%,i,20%
COc1cccc(C(=O)Nc2ccc(Cl)c(-c3nc4ccccc4[nH]3)c2)c1,?,/,?,/,/,-23%,/,?,/
O=[N+]([O-])c1ccc(COc2cccc(CN3CCOCC3)c2)cc1,1%,-25%,0%,4%,-15,0%,-2%,?,-1%
Cc1ccc(N2C(=O)N(CC(=O)N3c4ccccc4CC3C)C(=O)C2C)cc1 (centres undefined),-3%,-2%,8%,-11%,6,5%,-2%,?,-1%
O=C(Nc1nnc(-c2ccccc2)o1)c1cccc(S(=O)(=O)N2CCOCC2)c1,-22%,?,/,?,15,/,-27%,?,4%
Cc1cccc2cc3c(N)c(C(=O)Nc4ccc(N5CCOCC5)cc4)sc3nc12,?,-9%,-16%,-1%,-60*,-2%,6%,?,?
CCn1cc(S(=O)(=O)CC(=O)Nc2ccc(OC)cc2)c2ccccc21,0%,-2%,-15%,-2%,?,?,-3%,i,3%
COC(=O)C1=C(C)NC(=O)C1(NC(=O)c1ccccc1C)C(F)(F)F (centres undefined),-5%,/,4%,/,/,-6%,/,i,/
O=C(CN1C(=O)NC2(CCCc3ccccc32)C1=O)NC1CCCCC1 (centres undefined),0%,1%,-9%,-2%,11,26%,-6%,i,-1%
CCCn1c(N)c(N(CCOC)C(=O)CSCC(=O)Nc2ccc(C)cc2)c(=O)[nH]c1=O,/,-8%,4%,0%,12,-2%,0%,i,0%
COc1ccc2c(c1)-c1nc(NC(=O)c3ccc(OC)c(Br)c3)sc1CC2,-26%,/,5%,/,/,-8%,/,i,/
CCCc1nc2sc3c(c2c(=O)n1NC(=O)c1ccco1)CC(C)(C)OC3,-19%[11.3 µM],14%,28%,2%,-1,-43%,-2%,i,17%
Cc1ccc(-n2cccc2/C=C2\C(=N)N3N=C(C(C)C)SC3=NC2=O)cc1,/,-28%,0%,1%,-7,4%,-9%,i,?
COc1ccc(CN2C(=O)c3cccnc3C2=O)cc1S(=O)(=O)NCc1ccco1,/,4%,0%,9%,16,?,6%,i,?
CCOc1ccc2nc(SCC(=O)NCC3CCCO3)sc2c1 (centres undefined),3%,-1%,-10%,5%,-2,-22%,-2%,i,5%
CCN(CC)S(=O)(=O)c1ccc2nnn(OCC(=O)Nc3cccc(C#N)c3)c2c1,-1%,-4%,13%,-10%,-26,23%,-4%,i,15%
CCN(CC)CCN(C(=O)c1ccc2c(c1)CCCC2)c1nc2ccc(F)cc2s1,-3%,-7%,7%,-21%,?,12%,-22%,i,8%
CCCN(CCC)CCNC(=O)c1cc2c(=O)n(C)c3ccccc3c2n1C,-25%,1%,0%,-15%,-63*,-23%,-13%,?,?
CNc1nc(Cl)nc2c1ncn2-c1ccccc1,0%,9%,15µM*,-9%,0,6.5µM*,-12%,i,3%
CCN(CC)CCNC(=O)C1CCCN(c2nnc(C)c3c(C)n(-c4ccc(Cl)cc4)nc23)C1 (centres undefined),?,/,7%,/,/,?,/,?,/
O=C(c1cncc(Br)c1)N1CCCc2ccccc21,-5%,-3%,5%,11%,1,0%,9%,i,16%
COc1cccc(C(=O)CC(=O)C(=O)Nc2cc(Cl)c(OC)cc2OC)c1,/,-2%,2%,27%,9,-10%,11%,i,16%
O=C(COc1ccccc1)Nc1ccc(C(=O)N2CCCC2)cc1,21%,6%,5%,8%,6,-29%,-2%,i,0%
CS(=O)(=O)Nc1ccc(C2=NN(C(=O)c3ccccc3)C(c3cccs3)C2)cc1 (centres undefined),-13%,-12%,0%,-10%,?,?,-10%,i,4%
Clc1ccccc1Cc1noc(CN2CCN(Cc3ccccn3)CC2)n1,-14%[11.3 µM],0%,4%,16%,11,-16%,15%,i,0%
CCOC(=O)C1(CCOc2ccccc2)CCN(Cc2cc(OC)c(O)cc2Cl)CC1,-37%,1%,?,-15%,-22,-24%,?,?,?
OC(CNCC1(N2CCCCC2)CCCCC1)COc1ccc(Cl)cc1Cl (centres undefined),?,?,4%,18µM*,-91*,?,?,?,?
O=c1/c(=C/c2cccc3ccccc23)sc2ncnn12,12%,-1%,-3%,1%,?,-5%,-1%,i,7%
Cc1noc(C)c1/C=N/Nc1ccc2ccccc2n1,-3%,-6%,21%,-26%,-71*,-18%,-16%,i,21%
COc1cc(C(=O)NNC(=O)CCOc2ccccc2)cc(OC)c1OC,-14%,0%,0%,3%,0,15%,12%,i,-2%
O=C(/C=C/c1ccc(F)cc1)N1CCN(S(=O)(=O)/C=C/c2ccccc2)CC1,-26%,1%,-11%,-6%,24,-3%,-1%,i,?
CN(C)S(=O)(=O)c1cccc(NC(=O)CN2C(=O)NC(Cc3ccccc3)C2=O)c1 (centres undefined),/,-3%,-7%,3%,22,12%,8%,i,0%
CN(C)S(=O)(=O)N1CCC(CO)(CCc2ccccc2)CC1,1%[11.3 µM],-5%,-9%,-1%,23,-15%,1%,i,0%
CCN1CCN(c2cc(C)c3cc(NC(=O)Cc4ccc(OC)c(OC)c4)ccc3n2)CC1,-10%,6%,?,-16%,-28,?,-17%,i,11%
OC(COc1ccc(OCC(O)CN2CCCCC2)cc1)CN1CCCCC1 (centres undefined),/,20%,?,-17%,?,1%,-15%,?,5%
Cc1ccc([C@H]2C[C@@H](n3cc(COC(=O)c4ccccc4)nn3)[C@H](O)CN2C(=O)c2cccs2)cc1,-10%,/,-10%,2%,19,-15%,-6%,i,/
COc1cc(-c2noc(C)c2C#Cc2nccn2C)cc(OC)c1OC,-13%,?,9.2µM*!,?,-26,4.6µM*!,?,?,16µM*
CC(C)(c1cc(Cl)c(O)c(CN2CCOCC2)c1)c1cc(Cl)c(O)c(CN2CCOCC2)c1,-2%,20%,-21%,-4%,3,-20%,-6%,i,?
CCCOc1ccc(C2c3c(oc4ccccc4c3=O)C(=O)N2c2nc(C)c(C(=O)OCC)s2)cc1 (centres undefined),12%,/,0%,/,/,8%,/,i,/
COc1ccc2[nH]c(=O)c(CN(C(=O)c3cccnc3)c3ccc(C)c(C)c3)cc2c1,53%[activator],2%,12%,-26%,-14,-6%,-20%,i,60%
COCCNS(=O)(=O)c1cc(Br)ccc1OC,-3%,-5%,12%,1%,-17,24%,9%[9.24 µM],i,8%
CC(OC(=O)C1COc2ccccc2O1)C(=O)c1ccccc1 (centres undefined),/,/,2%,5%,13,11%,3%,/,/

# Whole records as entered above. Values in the order: ATXN2 expr inh, SW480 rereplic, KB-3-1 cytotox, HT1080 IDH1KD tx, IL-1B inflam inh, KB-V1 MDR tox, HT1080-NT tox, ATXN viability, MCF10A rerep
# CS(=O)(=O)Nc1ccc(C2=NN(C(=O)c3ccccc3)C(c3cccs3)C2)cc1 (centres undefined) is listed as -13%, -12%, 0%, -10%, ?, ?, -10%, i, 4%
# O=[N+]([O-])c1ccc(COc2cccc(CN3CCOCC3)c2)cc1 is listed as 1%, -25%, 0%, 4%, -15, 0%, -2%, ?, -1%
# CCCn1c(N)c(N(CCOC)C(=O)CSCC(=O)Nc2ccc(C)cc2)c(=O)[nH]c1=O is listed as /, -8%, 4%, 0%, 12, -2%, 0%, i, 0%
# COc1ccccc1-c1noc(-c2ccc(NCc3ccco3)c([N+](=O)[O-])c2)n1 is listed as 32%, /, -4%, /, /, 4%, /, i, /

# (list continues)
SMILES,ATXN2 expr inh,SW480 rereplic,KB-3-1 cytotox,HT1080 IDH1KD tx,IL-1B inflam inh,KB-V1 MDR tox,HT1080-NT tox,ATXN viability,MCF10A rerep
COc1ccc(/C=N/NC(=O)CNC(=O)/C=C/c2ccco2)cc1OC,4%,-2%,-3%,28%,44,6%,21%,?,0%
CC1CN(C(C)C(=O)NC(c2ccccc2)c2ccccc2)CC(C)O1 (centres undefined),20%,4%,2%,-1%,3,-7%,-1%,i,15%
Cc1ccc(NC2=C(Cl)C(=O)OC2OC(C)C)c(C)c1 (centres undefined),7%,-5%,0%,5%,?,?,6%,i,15%
CCOCC(=O)Nc1ccc(S(=O)(=O)NCC2CCCO2)cc1 (centres undefined),1%,-1%,11%,0%,19,3%,5%,i,0%
COc1cc(NC(=O)c2ccc(NC3=NC4CS(=O)(=O)CC4S3)cc2)cc(OC)c1 (centres undefined),5%,-1%,9%,8%,-18,-4%,15%,i,0%
CCCCNC(=O)c1ccc(CS(=O)(=O)c2ccc(C)cc2)o1,-10%,-3%,-5%,0%,-1,-7%,5%,i,-11%
O=[N+]([O-])c1ccc(CSc2ccc(-c3ccccn3)nn2)cc1,-14%,11%,1%,1%,37,-18%,1%,i,5%
COc1cccc(NC(=O)COC(=O)Cc2ccc(Br)cc2)c1,-14%,0%,19%,4%,-2,-2%,9%,i,0%
CCC(C)NC(=O)COC(=O)c1ccc(Cl)cc1O (centres undefined),/,0%,2%,12%,-12,10%,1%,i,-1%
Cc1[nH]nc2c1C(c1cc(Br)cs1)C(C#N)=C(N)O2 (centres undefined),-39%,?,13µM*,?,-101*,16µM*,?,i,?

# Source: PubChem BioAssay
